Bioassay records (PubChem BioAssay)
Rac1 GTP hydrolysis – MgcRacGAP GTPase-activating activity inhibitors, confirmation, biochemical, ADP Hunter fluorescence | AID 624330 | 0.6% of 340,000 active | MgcRacGAP-stimulated Rac1 GTP hydrolysis, ADP Hunter fluorescence; higher % means a stronger effect; GST-tagged Rac1 F28L mutant substrate | one-dose inhibition, % at 30 µM; IC50 in µM for titrated hits;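 active means first-screen hits whose inhibition reached a set limit at any dose in the follow-up dose series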;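 further: fluorescence reports GDP produced by GAP-driven GTP hydrolysis; strong numbers were not always called active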
Starred values were filed as active, the others as inactive. An excerpt; the hit share may differ from the screen's.

SMILES	Rac1 GTP hydrolysis
C[C@H]1CN(CCc2ccccc2)C(=O)[C@@H]1CC(=O)Nc1ccc(Br)cc1	14%
CC(=O)NC1CC2CCCC(C1)N2C(=O)Nc1ccc(Cl)cc1 (stereo not given)	5%
Cc1cn([C@H]2C[C@H](O)[C@@H](CNCc3cc(Br)ccc3OCc3ccccc3)O2)c(=O)[nH]c1=O	10%
COc1cc2[nH]c(=O)c(C(=O)NCc3ccc(C)cc3)c(O)c2cc1OC	10%
N=C1CCCC1C(=S)SCCC(N)=O (stereo not given)	-6%
COc1ccccc1OCc1cc(C(=O)N(C)CCC2CCOCC2)no1	0%
CC(=O)Nc1ccc(S(=O)(=O)N(C)CC(=O)OC(C)C(=O)NC2(C#N)CCCCC2)cc1 (stereo not given)	5%
Cc1ccc(CNC(=O)CN2NS(=O)(=O)c3ccccc3C2=O)cc1	10%
O=C(CSc1ccc(Cl)cc1)NC1CC1	10%
O=c1c(N=Nc2ccccc2)c[nH]n1-c1ccccc1	-6%
CS(=O)(=O)N1CCC(C(=O)Nc2ccc(Cl)cc2Cl)CC1	17%
COC(=O)[C@@H](NS(=O)(=O)c1cc(Br)ccc1Br)C(C)C	11%
CCOC(=O)c1c(C)nc(C)c(C(=O)OCC)c1-c1cccc([N+](=O)[O-])c1	4%
Cc1ccc([C@H]2C[C@H](n3cc(-c4ccc(F)cc4)nn3)[C@@H](O)CN2CC2CCCCC2)cc1	14%
COc1ccc(NC(=O)COC(=O)c2ccc(S(=O)(=O)N3CC(C)CC(C)C3)cc2)cc1OC (stereo not given)	4%
COc1cc(CNC(=O)C2CC(O)CN2C(=O)Nc2ccccc2)cc(OC)c1OC (stereo not given)	5%
COc1ccc(OCCOC(=O)CNC(=O)c2ccc(F)cc2)cc1	6%
CCOc1ccc(NC(=O)CSc2nc3ccsc3c(=O)n2CCCCC(=O)O)cc1	17%
C[C@@H]1CN([C@@H](C)CO)C(=O)c2cc(Br)cnc2O[C@H]1CN(C)C(=O)C1CCCCC1	5%
O=C(Nc1ccn(CCCNCc2cccc3ccccc23)c(=O)n1)OCc1ccccc1	8%
C[C@@H]1CN([C@H](C)CO)C(=O)c2cc(Br)cnc2O[C@H]1CN(C)C	9%
Cc1ccc(-c2csc3ncnc(N4CCN(S(=O)(=O)c5ccc(C#N)cc5)CC4)c23)cc1	9%
O=C(Nc1ccc2c(c1)[C@@H]1C[C@@H](CC(=O)N3CCOCC3)O[C@@H](CO)[C@@H]1O2)NC1CCCC1	3%
CC(C)c1ccc(C(=O)OCC(=O)Nc2cccc(S(=O)(=O)NC3=NCCC3)c2)cc1	10%
CC(=O)Nc1ccc(NC(=O)c2ccc(S(=O)(=O)N3CCCCCC3)cc2)cc1	15%
C[C@H](NC(=O)c1[nH]cnc1C(=O)Nc1ccccc1F)c1ccccc1	7%
CNC(=O)C[C@H]1C(=O)N(C2CCCCC2)C[C@@H]1C	-1%
CCCCN1C(=O)C(CC(=O)NCc2cccs2)CC(C(=O)N2CCOCC2)=C1C (stereo not given)	3%
Cc1nnc(NC(=O)CCN2C(=O)C3CC=CCC3C2=O)s1 (stereo not given)	10%
C[C@H]1CN([C@@H](C)CO)C(=O)CCCn2nncc2CO[C@H]1CN(C)S(C)(=O)=O	7%

Quoted at random: five entries already listed
SMILES	Rac1 GTP hydrolysis
C[C@@H]1CN([C@@H](C)CO)C(=O)c2cc(Br)cnc2O[C@H]1CN(C)C(=O)C1CCCCC1	5%
COc1cc(CNC(=O)C2CC(O)CN2C(=O)Nc2ccccc2)cc(OC)c1OC (stereo not given)	5%
C[C@H]1CN([C@@H](C)CO)C(=O)CCCn2nncc2CO[C@H]1CN(C)S(C)(=O)=O	7%
CC(C)c1ccc(C(=O)OCC(=O)Nc2cccc(S(=O)(=O)NC3=NCCC3)c2)cc1	10%
CNC(=O)C[C@H]1C(=O)N(C2CCCCC2)C[C@@H]1C	-1%

Next compounds
SMILES	Rac1 GTP hydrolysis
C[C@@H]1ON(C)[C@H]2C[C@H]3c4[nH]c5ccc(-c6ccc7c(c6)OCO7)cc5c4CCN3C(=O)[C@@H]12	10%
C[C@H](CO)N1C[C@H](C)[C@H](CN(C)C(=O)Nc2ccc3c(c2)OCCO3)OCc2cnnn2CCCC1=O	10%
COc1ccc(-c2cc3nc(-c4ccccc4)cc(N4CCN(C(C)=O)CC4)n3n2)cc1	10%
C[C@@H]1CCCCO[C@@H](CN(C)C(=O)c2ccncc2)[C@@H](C)CN([C@H](C)CO)C(=O)c2cc(NC(=O)Cc3ccccc3)ccc2O1	13%
CC1(C)CC(=O)C=C(c2cn[nH]n2)C1	4%
COc1ccc(NC(=O)Cc2csc(NC(=O)Nc3ccccc3OC)n2)cc1	7%
CCOC(=O)N1CCN(C2=C(NS(=O)(=O)c3ccc(Br)cc3)C(=O)c3ccccc3C2=O)CC1	10%
CCCC(CNC(C)=O)(C1=CCCCC1)c1ccccc1 (stereo not given)	9%
O=C(CSc1ccccc1F)NCC(c1ccco1)N1CCCCC1 (stereo not given)	9%
C[C@H](CO)N1C[C@H](C)[C@H](CN(C)C(=O)c2cc(-c3ccccc3)on2)OCc2cnnn2CCCC1=O	11%
O=C(C[C@H]1C(=O)N(c2ccccc2)C[C@@H]1Cc1ccccc1)Nc1ccc(Br)cc1	-9%
S=C1SC2(CCCCCC2)NC2=C1CCCCC2	9%
CCc1ccc(/C=C2\SC(=S)N(CCCC(=O)NCCCN3CCOCC3)C2=O)cc1	15%
COc1ccc(CCN2CC(C(=O)NCc3cnn(C)c3)CCC2=O)cc1 (stereo not given)	11%
NS(=O)(=O)c1ccc(CNC(=O)c2cc(S(=O)(=O)N3CCOCC3)ccc2N2CCCC2)cc1	5%
Cc1ccc(CN(C)C[C@H]2OCc3cnnn3CCCC(=O)N([C@@H](C)CO)C[C@@H]2C)cc1	11%
CN1CCn2cnc(C(=O)N[C@@H](Cc3ccccc3)C(=O)OC(C)(C)C)c2C1=O	8%
COc1cc(Cl)c(C)cc1NC(=O)c1ccccc1NC(=O)CN1CCN(C(C)=O)CC1	13%
O=C1NC(Cc2ccc(O)cc2)c2nc3cc(Cl)ccc3c(=O)n2-c2cc3ccccc3cc21 (stereo not given)	6%
Cc1ncc(C(O)c2ccccc2)n1Cc1ccccc1 (stereo not given)	-9%
C[C@@H]1CN([C@@H](C)CO)C(=O)c2cc(Br)cnc2O[C@H]1CN(C)Cc1ccccc1C(=O)O	14%
C[C@@H]1CN([C@@H](C)CO)C(=O)c2cc(Br)cnc2O[C@H]1CN(C)Cc1cccc(C(=O)O)c1	-7%
O=S(=O)(NCc1nnnn1-c1ccc(F)cc1)c1ccc(F)cc1	5%
CC1(C)CC(Cc2ccc(C(=O)c3ccccc3)cc2)N(C(=O)OC(C)(C)C)N1 (stereo not given)	7%
O=C1C(=Cc2ccccn2)CCc2ccccc21	6%
CC(C)NC(=O)N(C)C[C@@H]1OCc2cn(nn2)CCCC(=O)N([C@H](C)CO)C[C@H]1C	16%
COc1ccc(-c2ccc(CN3C(C(C)C)C(=O)N(Cc4cn(CCC5OCCCO5)nn4)CCS3(=O)=O)cc2)cn1 (stereo not given)	13%
Cc1ccc(-c2ccc(CN3C(C(C)C)C(=O)N(Cc4cn(CCC5OCCCO5)nn4)CCS3(=O)=O)cc2)cc1 (stereo not given)	2%
COCCCN(C(=O)C1=COCCO1)c1c(N)n(Cc2ccccc2)c(=O)[nH]c1=O	9%
Oc1ccc(CCc2ccccn2)cc1	40µM*
COc1ccc(NC(=O)COc2ccccc2C(N)=O)cc1S(=O)(=O)N1CCCCC1	5%
CCN(CC)C(=O)C1=C(C)N(Cc2ccccc2)C(=O)C(CC(=O)NCc2cccc3ccccc23)C1 (stereo not given)	16%
COc1ccc(C#Cc2cnc3c(c2)C(=O)N([C@@H](C)CO)C[C@@H](C)[C@@H](CN(C)CC2CCOCC2)O3)cc1	17%
Cc1ccc(-n2ncc3c(=O)n(-c4cccc(C)c4)c(=O)[nH]c32)cc1	5%
COc1ccc(Nc2cc(C)nc3ccc(C)cc23)cc1	13%
C[C@@H]1CN([C@@H](C)CO)C(=O)c2cc(Br)cnc2O[C@H]1CN(C)C(=O)CN1CCOCC1	14%
COc1cc(NS(=O)(=O)c2ccc(C)cc2)c2c(c1N)C(=O)c1ccccc1C2=O	4%
Nc1ccc(S(=O)(=O)c2ccc(N3CCOCC3)c(N)c2)cc1	5%
CC1C(=O)N(Cc2cn(CCC3OCCO3)nn2)CCS(=O)(=O)N1Cc1ccc(-c2ccc(Cl)cc2)cc1 (stereo not given)	9%
CCOC(=O)C1CCN(C(=O)c2ccc3c(=O)n4nc(Nc5ccccc5)sc4nc3c2)CC1	5%
CC1CCCN(C(=O)c2cccc(S(=O)(=O)NCc3ccccc3)c2)C1 (stereo not given)	16%
CCOc1ccccc1C(=O)NCC(=O)NNC(=O)c1csc(N2CCOCC2)n1	18%
CCCCCCn1c(=O)n2n(c1=O)[C@@H]1CN(S(=O)(=O)c3ccc(C)cc3)C[C@]1(O)[C@@H](OC(=O)NC1CCCC1)C2	16%
C[C@@H]1CN([C@@H](C)CO)S(=O)(=O)c2ccc(Br)cc2O[C@H]1CN(C)C(=O)Nc1ccc2c(c1)OCO2	16%
Cc1ccccc1N1Cc2ccccc2C1=O	8%
C[C@H](CO)N1C[C@H](C)[C@@H](CN(C)C(=O)c2cc(-c3ccccc3)on2)OCc2cn(nn2)CCCC1=O	9%
O=C1NCCN(CC2CCN(CCc3ccccc3)CC2)C1=O	18%
Cc1nn(CC(C)C)c(Cl)c1C(=O)N(C)CC(=O)Nc1ccc(Cl)cc1	9%
Cc1cc(OCC(=O)Nc2c(C(C)C)cccc2C(C)C)no1	10%
C[C@H](CO)N1C[C@H](C)[C@@H](CN(C)Cc2cccnc2)Oc2cc(-c3cccnc3)ccc2S1(=O)=O	10%
COc1ccc(C#CC2=CC(=O)CC(C)(C)C2)cc1	14%
CCN(CC)S(=O)(=O)c1cccc(NC(=O)COC(=O)c2[nH]c(C)c(C(C)=O)c2C)c1	16%
C[C@@H]1CN([C@H](C)CO)C(=O)c2c(c3ccccc3n2C)-c2ccccc2CO[C@H]1CN(C)C(=O)Nc1ccccc1	6%
Cc1ccc(C)c(S(=O)(=O)Nc2ccc(C(=O)N3CCOCC3)cc2)c1	-6%
Clc1ccc(C(c2cccs2)N2CCNCC2)cc1 (stereo not given)	8%
[O-][N+](=Cc1ccccc1)CC1(O)CCCCC1	7%
O=C(COC(=O)C1CCC1)Nc1cc(S(=O)(=O)N2CCOCC2)ccc1Cl	5%
O=C(Nc1cccc(C(=O)O)c1)/C(=C\c1cccc([N+](=O)[O-])c1)NC(=O)c1ccc(Br)cc1	9%
C[C@H]1CN([C@@H](C)CO)C(=O)CCCn2cc(nn2)CO[C@@H]1CN(C)C(=O)Nc1ccc(N2CCCCC2)cc1	4%
Clc1ccc(-c2nc(CSc3ccccn3)cs2)cc1	8%

Remaining list, next part:
SMILES	Rac1 GTP hydrolysis
CCCn1c(CC)nc([N+](=O)[O-])c1Sc1ncn[nH]1	3%
CCOc1ccc(OCC(=O)NCCS(=O)(=O)N2CCN(c3ccccc3)CC2)cc1	0%
O=C1/C(=C/c2ccc3c(c2)OCO3)SC(=S)N1CCC(=O)N(CCO)c1ccccc1	17%
O=[N+]([O-])c1ccc2oc(/C=C/c3ccc(O)cc3)nc2c1	13%
COc1ccc(C(=O)Oc2ccc(C)cc2)cc1S(=O)(=O)N1CCOCC1	17%
C=C(C)CN1C(=O)C(C)SC1=NN=C1SCC(=O)N1C (stereo not given)	5%
COP(=O)(OC)C(=NNS(=O)(=O)c1ccc(C)cc1)c1ccccc1	-15%
C[C@H](CO)N1C[C@H](C)[C@H](CN(C)S(=O)(=O)c2cccc(F)c2)Oc2cc(Br)ccc2S1(=O)=O	13%
CCCCCC(=O)N1C[C@@H](n2cc(-c3ccc(F)cc3)nn2)[C@H](O)C[C@@H]1c1ccc(Cl)cc1	15%
C[C@H](CO)N1C[C@H](C)[C@H](CN(C)C(=O)Nc2ccc(C(C)(C)C)cc2)OCc2cnnn2CCCC1=O	-6%
COc1c(Cl)c(=O)oc2ccc(Cl)cc12	11%
O=C(c1ccc(CS(=O)c2ccc(Br)cc2)o1)N1CCN(C2CCCCC2)CC1 (stereo not given)	5%
CCCCc1cc(=O)oc2cc(OC(C)C(=O)NCCN3CCOCC3)ccc12 (stereo not given)	9%
COc1ccc(CN(C)[C@H]2C[C@H]3c4[nH]c5ccccc5c4CCN3C[C@H]2[C@H](C)O)cc1	10%
N#Cc1cnc(=S)n(-c2cc(C(F)(F)F)cc(C(F)(F)F)c2)c1N	4%
C[C@@H]1CN([C@@H](C)CO)C(=O)CCCn2nncc2CO[C@H]1CN(C)S(=O)(=O)c1ccccc1F	5%
COC(=O)c1ccc2cn[nH]c2c1	5%

Copied from the listing, six compounds:
SMILES	Rac1 GTP hydrolysis
C[C@H]1CN(CCc2ccccc2)C(=O)[C@@H]1CC(=O)Nc1ccc(Br)cc1	14%
CC(=O)NC1CC2CCCC(C1)N2C(=O)Nc1ccc(Cl)cc1 (stereo not given)	5%
Cc1cn([C@H]2C[C@H](O)[C@@H](CNCc3cc(Br)ccc3OCc3ccccc3)O2)c(=O)[nH]c1=O	10%
COc1cc2[nH]c(=O)c(C(=O)NCc3ccc(C)cc3)c(O)c2cc1OC	10%
N=C1CCCC1C(=S)SCCC(N)=O (stereo not given)	-6%
COc1ccccc1OCc1cc(C(=O)N(C)CCC2CCOCC2)no1	0%
